Casp6 inh: human caspase-6 inhibitors, primary screen, biochemical, VEID-R110 fluorescence, single point, set 2; inhibition, % at 12.5 µM; purified caspase-6, Z-VEID-R110 cleavage fluorescence; 0.53% of 350,000 active;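 active = mean inhibition across replicates at least about 35%, with every replicate also reaching that limit, limit read from the data; inconclusive = only one of the two criteria met; inactive = neither criterion met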;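 also: 0% = median of neutral control wells and 100% = no fluorescence left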
Target sequence (P55212 24-179 limits assumed): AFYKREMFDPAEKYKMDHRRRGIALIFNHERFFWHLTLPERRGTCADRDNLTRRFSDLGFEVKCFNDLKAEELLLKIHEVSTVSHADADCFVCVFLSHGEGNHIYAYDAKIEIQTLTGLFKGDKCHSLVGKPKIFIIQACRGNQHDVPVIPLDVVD
Target sequence (P55212 194-293 limits assumed): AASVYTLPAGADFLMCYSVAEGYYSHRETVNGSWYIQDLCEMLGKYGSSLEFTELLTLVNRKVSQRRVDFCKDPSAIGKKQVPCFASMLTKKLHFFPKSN
XiGFP reactiv: activators of inactive X chromosome reactivation, primary screen, imaging, XiGFP fibroblasts, GFP high-content imaging, set 2 | XiGFP mouse fibroblasts, % GFP-positive cells imaging, 3 d; cells co-treated with 5-aza-dC sensitizer; scaled so ellipticine positive control = 100% | activation, % at 7.58 µM | 0.055% of 360,000 active;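 active = mean normalized replicate activation at least 10% and every replicate at or above 10%; inconclusive = only one of the two criteria met; inactive = mean below 10% and not all replicates reach 10%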;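 also: 0% = median of on-plate neutral control wells and 100% = ellipticine 6 µM median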
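Schedule: 3 d treatment, 15 min room-temperature fixation; system: 68-5-11 XiGFP fibroblast line; buffer or medium: DMEM plus 5-aza-dC sensitizer; control set: ellipticine 6 µM positive control; compound: one concentration, pinned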
E-sel inducer: E-selectin induction in HUVECs, primary screen, imaging, HUVEC, immunofluorescence imaging, single point; P16581; normalized: neutral wells 0, TNF-alpha wells 100; activation, % at 7.58 µM; 0.37% of 260,000 active; AID 686992, 2013;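 active = mean E-selectin-positive cell signal at least 10% of the positive control, reached in at least 60% of replicates, without over 20% cell loss; inconclusive = no rule given, readout overlaps actives, possibly toxicity-flagged; inactive = the rest, including those meeting only one limit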;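 also: in these data hits start at about 27%; measured in HUVEC primary endothelial cells; signal is the percent of cells scored E-selectin positive by PE staining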
Target sequence (P16581 whole entry, looked up): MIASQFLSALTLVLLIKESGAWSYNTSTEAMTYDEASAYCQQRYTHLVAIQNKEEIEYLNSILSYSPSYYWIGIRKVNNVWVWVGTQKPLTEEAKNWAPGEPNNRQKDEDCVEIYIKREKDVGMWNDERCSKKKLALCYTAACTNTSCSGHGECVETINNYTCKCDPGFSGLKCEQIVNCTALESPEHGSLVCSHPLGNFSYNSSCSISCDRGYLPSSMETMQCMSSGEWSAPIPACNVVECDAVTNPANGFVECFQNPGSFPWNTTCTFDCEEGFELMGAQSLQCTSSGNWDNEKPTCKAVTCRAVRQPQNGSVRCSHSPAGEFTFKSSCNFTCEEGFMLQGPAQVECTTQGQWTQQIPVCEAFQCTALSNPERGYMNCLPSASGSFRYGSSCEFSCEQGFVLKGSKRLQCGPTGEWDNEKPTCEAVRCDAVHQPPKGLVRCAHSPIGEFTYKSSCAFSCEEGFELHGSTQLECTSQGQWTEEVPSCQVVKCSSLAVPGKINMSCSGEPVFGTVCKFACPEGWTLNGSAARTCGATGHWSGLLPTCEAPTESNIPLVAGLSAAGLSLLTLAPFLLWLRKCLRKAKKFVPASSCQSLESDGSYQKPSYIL
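System: HUVEC, human umbilical vein endothelial cells; quantity: 3,000 cells/well; buffer or medium: EGM-2 medium, gelatin-coated wells; dosing: single-point compound dose; detection: immunofluorescence imaging; evaluation: % PE-positive cells; benchmarks: TNF-alpha, DMSO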
DENV2 CPE rescue: inhibitors of DENV2 cytopathic effect, primary screen, cell-based, plate reader, single concentration; DENV2-infected cells, cytopathic effect rescue; CPE inhibition, % at 9.99 µM; 1.7% of 350,000 active; AID 651640, 2012; in the data active = CPE inhibition above about 20%, passing the limit was not always enough; inconclusive = no clear call, values can overlap the other calls; tested in BHK-21 cells;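 also: 0% = median of neutral control wells and 100% = median of positive control wells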
F508del corr: F508del CFTR correction, initial screen, CFBE line, single point | CFBE cells, YFP halide quenching; stimulated with forskolin plus potentiator P3; % fluorescence drop versus neutral controls | activity (quench increase), % at 7.58 µM | AID 720511, 2013 | 0.36% of 350,000 active;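 active = mean added fluorescence quench of at least 8% versus neutral control, with both replicates also reaching 8%; inconclusive = only one of the mean or replicate conditions met; inactive = mean below 8% and not both replicates reaching 8%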;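 also: cells transiently co-express mutant CFTR-F508del with the halide-sensitive YFP; corrector assay measuring rescue of mutant channel to the surface after 24 h compound exposure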
RAD52 inh: RAD52 DNA annealing inhibitors, primary screen, biochemical, FRET, single point, set 2 | DNA repair protein RAD52 homolog (Homo sapiens), P43351 | inhibition, % at 18.7 µM | recombinant RAD52 DNA annealing, FRET fluorescence | 0.46% of 360,000 active;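 active = every replicate showing at least 50% inhibition; inconclusive = mean inhibition at least 50% but not in every replicate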
RAD54 inh: inhibitors of human RAD54 branch migration, primary screen, biochemical, fluorescence, single point | DNA repair and recombination protein RAD54-like (Homo sapiens), Q92698 | RAD54 Holliday junction branch migration, FAM/BHQ fluorescence | inhibition, % at 10.4 µM | 0.14% of 360,000 active | AID 602329, 2012;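 active = mean normalized replicate activity at least 40 and at least half of replicates scoring 40 or more; inconclusive = only one of the two criteria met; inactive = mean below 40 and under half of replicates reaching 40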;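 also: 0% = median of neutral control wells and 100% = median of positive control wells; inhibitors cause a drop in the FAM fluorescence signal; in these data hits start at about 50%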
GSIS activator: GLuc luminescence reporter in INS-1E cells, primary screen for activators of glucose-dependent secretion of insulin | INS-1E GLuc reporter insulin secretion, 2-3 h | activation, % at 16.6 µM | 0.61% of 370,000 active | AID 743287, 2014;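 active = lowest replicate activation of at least 40%, so every replicate reaches that level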;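 also: 0% = median of neutral control wells and 100% = median of IBMX positive control wells; some compounds called inactive have numbers as strong as hits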
Numbers without * were called inactive; i = inactive; ? = inconclusive; . = no result given; & = joins results of further samples.

SMILES	Casp6 inh	XiGFP reactiv	E-sel inducer	DENV2 CPE rescue	F508del corr	RAD52 inh	RAD54 inh	GSIS activator
COC(=O)c1ccc2nc(-c3cccc(Br)c3)c(Cc3ccccc3C(F)(F)F)n2c1	-3	0.1	0.2	-2	-4.6	-28	.	0
COc1cccc(C(=O)NCCN2CCOCC2)c1	4	.	.	2	2.5	1	.	-2
O=C(CCNc1n[nH]c(=O)[nH]c1=O)N/N=C\c1cccc(OCc2ccccc2)c1	4	0.0	.	.	-2.3	11	.	-7
COCCSc1ncnc2c1oc1nc3c(cc12)COC(C)(C)C3	0	0.3	5.6	1	2.1	-13	.	22
CC1=C(C(=O)N(C)C)C(c2ccc(N3CCOCC3)cc2)NC(=O)N1 (centres undefined)	2	0.0	1.5	-3	-0.1	-8	-14	17
Fc1ccc(-c2csc(-c3ccccn3)n2)cc1F	1	0.0	7.6	-2	-2.1	-11	.	5
O=[N+]([O-])c1cccc(-c2cc(-c3cc(Br)ccc3O)[nH]n2)c1	7	0.0	.	-3	3.9	-2	-4	-26
COC(=O)C1C(c2ccc(Cl)cc2)NC(c2ccc(Cl)cc2)C(C(=O)OC)S1(=O)=O (centres undefined)	-3	.	.	-4	3.1	-4	-8	15
COC(=O)c1ccc(NC(=O)Nc2ccccc2C)cc1	-3	0.0	.	-2	-0.9	-14	.	-2
COc1ccc(C(=O)COC(=O)Cn2c(C)csc2=O)c(OC)c1	12	-0.7	3.4	7	3.5	-15	-5	35
O=S1(=O)CC(O)C(NCCO)C1 (centres undefined)	0	0.1	.	1	3.5	3	.	12
CCC(=O)Nc1c2c(nn1-c1ccc(F)cc1)CS(=O)(=O)C2	-1	-0.1	0.4	-5	1.5	-3	-1	22
Cc1nnc(N2CCC(C(=O)N3CCCCCC3)CC2)c2nn(-c3ccc(Cl)cc3)c(C)c12	7	0.0	.	3	2.7	-7	8	-19
O=C(Cn1cc2c(n1)CCCCC2)N1CCc2ccccc21	-1	0.5	-0.1	5	-2.7	-13	-7	5
CC(=O)COc1ccc2cc(-c3ccccc3)c(=O)oc2c1	1	0.0	.	11	-1.0	-14	-5	4
COc1ccc(CN2C(=O)c3cccnc3C2=O)cc1S(=O)(=O)N1CC(C)CC(C)C1 (centres undefined)	3	0.0	.	-4	0.2	-1	-12	-1
O=C1c2ccccc2C(=O)c2c1ccc1c(=O)n(C3CCCCC3)[nH]c21	1	.	-1.2	.	.	3	10	-3
Cc1ccc(-n2c3nc(=O)[nH]c(=O)c-3cc3cc([N+](=O)[O-])ccc32)cc1C	22	0.0	-0.2	1	3.5	-35	.	-17
C[C@H](CO)N1C[C@H](C)[C@H](CN(C)Cc2ccc(Oc3ccccc3)cc2)Oc2ccc(NS(=O)(=O)c3ccccc3)cc2CC1=O	52*	-0.2	0.2	?	1.3	-12	3	-15
Cc1ccc([C@H]2C[C@H](n3cc(C4CC4)nn3)[C@@H](O)CN2C(=O)c2cccs2)cc1	-1	0.0	-2.9	.	-1.3	-14	-4	-19
CCOC(=O)C1(C)CCN1C(=O)c1cccc(Cl)c1 (centres undefined)	0	0.0	-0.1	6	-1.5	1	1	-1
C[C@H](CO)N1C[C@H](C)[C@@H](CN(C)S(=O)(=O)c2ccc(F)cc2)Oc2ccc(NC(=O)C3CCCCC3)cc2CC1=O	-1	-0.6	0.1	-13	-1.6	3	5	-25
CN(C)CCCNC(=O)C[C@@H]1CC[C@@H](NC(=O)Cc2cccnc2)[C@H](CO)O1	0	0.2	-0.1	-5	-2.7	-2	-3	0
CCN1CCN(Cc2nc3c(c(=O)n(C)c(=O)n3C)n2Cc2cccc3ccccc23)CC1	-2	.	.	2	-0.2	4	.	1
Cc1ccc(S(=O)(=O)N2C3C=CC(C3)C2C(=O)O)cc1 (centres undefined)	5	2.1	.	-3	-1.8	11	1	-2
CCOc1cccc(/C=C/C(=O)O)c1	.	-0.1	-0.1	-10	0.3	-1	-1	16
C[C@@H]1CN([C@H](C)CO)C(=O)c2cccc(NS(C)(=O)=O)c2O[C@H]1CN(C)C(=O)Nc1ccccc1	0	0.0	-19	-1	1.1	6	-7	14
Cc1cnc(NC2=NCCC2)s1	0	0.2	.	-3	-3.5	-11	.	6
O=S1(=O)CCOC[C@H](CC2CCCCC2)N1Cc1cccc(C(F)(F)F)c1	1	0.1	0.2	-2	3.5	-3	-12	.
Cc1c(C(=O)NCc2ccc(F)cc2)sc(=O)n1Cc1ccc(C(=O)c2ccccc2)cc1	0	0.0	.	-10	-0.8	-20	5	-2

Another view of part of the listing above:
> Cc1ccc(S(=O)(=O)N2C3C=CC(C3)C2C(=O)O)cc1 (centres undefined)
  Casp6 inh = 5
  XiGFP reactiv = 2.1
  E-sel inducer = .
  DENV2 CPE rescue = -3
  F508del corr = -1.8
  RAD52 inh = 11
  RAD54 inh = 1
  GSIS activator = -2

> CCOc1cccc(/C=C/C(=O)O)c1
  Casp6 inh = .
  XiGFP reactiv = -0.1
  E-sel inducer = -0.1
  DENV2 CPE rescue = -10
  F508del corr = 0.3
  RAD52 inh = -1
  RAD54 inh = -1
  GSIS activator = 16

Additional structures follow.
SMILES	Casp6 inh	XiGFP reactiv	E-sel inducer	DENV2 CPE rescue	F508del corr	RAD52 inh	RAD54 inh	GSIS activator
O=C1c2ccccc2NC(c2cccc([N+](=O)[O-])c2)N1O (centres undefined)	-2	0.2	0.6	-2	-0.2	-20	2	0
CN(C(=O)c1cccc(NC(=O)Cc2cccc(NC(=O)C3CCCN(C(=O)C4CCC4)C3)c2)c1)C1CC1 (centres undefined)	0	-0.1	-0.1	1	1.3	-12	3	0
CCCNC(=O)N1CC2(C1)CN(C(=O)c1ccccc1)[C@@H](CO)c1[nH]c3cc(OC)ccc3c12	-1	0.0	0.7	-8	0.4	4	.	-1
COc1ccc(CCn2c(C)cc(C(=O)CN3C(=O)C(=O)N(C4CCCC4)C3=O)c2C)cc1OC	4	0.1	-0.4	12	3.6	-16	-2	25
Cc1cc(C)cc(OCCNC(=O)c2ccc(Br)cc2)c1	-1	0.0	-0.1	-4	-1.5	-9	5	39
CC(C)C1C(=O)N(Cc2cn(CC3CCCCC3)nn2)CCS(=O)(=O)N1Cc1ccc(-c2ccc(F)cc2)cc1 (centres undefined)	-6	-0.1	-4.9	1	2.3	-7	.	-4
COc1cccc(-c2nnn(CC(=O)N(C3CCCCC3)C3CCS(=O)(=O)C3)n2)c1 (centres undefined)	1	0.1	-0.2	0	0.0	-6	0	19
C[C@@H]1CN([C@@H](C)CO)C(=O)c2cc(Br)cnc2O[C@H]1CN(C)C(=O)Cc1ccccn1	-1&-1	-0.2&-0.6	0.6&-2.4	-5&-2	5.2&-1.0	2&-4	-6&-3	7&28
CCn1c(C(C)C)n[nH]c1=S	0	0.0	.	7	0.0	8	-15	7
O=C(NC(Cc1c[nH]c2ccccc12)C(=O)O)c1ccc(F)cc1 (centres undefined)	2	0.0	.	14	-1.3	-7	.	0
COC(=O)C(C(=O)Nc1cccc(Cl)c1C)C1CCCC1 (centres undefined)	-2	0.2	.	11	.	-9	.	4
CCOC(=O)N1CCN(C(=O)CSc2ccc(-c3ccccc3OC)nn2)CC1	0	-0.1	-1.0	-2	-3.2	-5	.	-1
CCc1nc2ccc(C(=O)N(C)Cc3ccccc3)cn2c1N(C)CCCc1ccccc1	2	0.0	-0.1	-9	2.3	-6	3	-14
CCOC(=O)Cn1c(=O)c2c(nc3n2CCCCN3c2ccc(OCC)cc2)n(C)c1=O	4	0.0	0.1	-11	-0.1	-20	1	-7
Cc1ccc(S(=O)(=O)NCC[C@@H]2CC[C@H](NC(=O)Nc3ccccc3F)[C@@H](CO)O2)cc1	-1	-0.2	-0.6	-7	2.9	3	-1	-1
O=C(Nc1cccc(F)c1)NC1(C(=O)NCC2CCCO2)CCCCC1 (centres undefined)	-8	0.4	.	-3	-2.3	-11	0	4
Cc1ccc(C2=NC3(CCCC3)NC2=S)cc1	2	0.8	0.5	-4	-5.9	-2	-3	.
COc1ccc(NC(=O)Nc2ccc3c(c2)CC(=O)N([C@@H](C)CO)C[C@@H](C)[C@H](CN(C)C(=O)Nc2ccccc2)O3)cc1	2	-1.1	-0.1	16	-0.8	-2	-5	1
CCOC(=O)C(NCCc1ccccc1F)(NC(=O)CC)C(F)(F)F (centres undefined)	-1	-0.1	5.5	-2	.	-10	.	10
COc1ccc(C(=O)NC(=O)Nc2cc(C)ccn2)cc1	0	.	.	-1	0.2	1	5	2
COc1cc(C(=O)NCc2cc3ccccc3n2C)cc(OC)c1OC	2	0.1	0.2	0	2.5	-17	3	-14
C#CCOCCOCCOCCNc1nc(N2CCN(C(=O)[C@H](CCC(=O)O)n3cc([C@@H](N)[C@H](C)CC)nn3)CC2)nc(N2CCN(C(=O)[C@H](CCC(=O)O)n3cc([C@@H](N)CC(N)=O)nn3)CC2)n1	3	-0.1	-0.2	4	-0.7	-12	1	11
Cc1cccc(N2CCN(S(=O)(=O)c3cnc[nH]3)CC2)c1C	-1	0.5	0.5	-6	-0.6	-12	-8	1
COCCN(C(=O)COC(=O)c1ccc2c(c1)OCO2)c1c(N)n(Cc2ccccc2)c(=O)[nH]c1=O	4	0.1	0.0	-4	-2.1	-48	4	15
CCn1c(SCc2nc(-c3ccccc3)no2)nc2ccccc21	-2	0.1	0.7	-2	0.3	-44	-12	8
C[C@H](NC(=O)[C@@H]1[C@@H](CO)[C@@H]2Cn3c(cccc3=O)[C@H]1N2Cc1ccccc1)c1ccccc1	-8	0.2	-0.4	-6	-1.8	3	5	18
O=C(C[C@H]1C[C@@H]2c3cc(NC(=O)Nc4ccccc4F)ccc3O[C@@H]2[C@H](CO)O1)NC1CCCC1	-1	0.3	0.2	0	-4.2	-2	5	-8
OCCN(CCO)c1nc(N2CCCCC2)c2nc(N(CCO)CCO)nc(N3CCCCC3)c2n1	-4	-0.1	-0.1	9	-1.6	i	-139&-135	.
Cc1ccc(S(=O)(=O)N(C)C[C@H]2Oc3ccc(N(C)C)cc3CC(=O)N([C@@H](C)CO)C[C@H]2C)cc1	0	-0.1	-0.2	3	0.9	24	1	4
COc1ccc(S(=O)(=O)c2c(O)c3ccc(C(=O)Nc4ccc(F)cc4)cc3[nH]c2=O)cc1	1	0.0	.	-5	-1.3	-4	-21	21
NS(=O)(=O)c1ccc(CNC(=O)C(Cc2ccccc2)NS(=O)(=O)c2ccccc2F)cc1 (centres undefined)	4	0.0	-0.1	-2	4.3	2	.	3
COc1ccccc1CNC(=O)c1ccccc1OCc1ccc(F)cc1	.	0.0	-0.4	.	.	.	0	-12
CCC(c1nnnn1C(C)(C)C)N1CCN(C(=O)c2ccco2)CC1 (centres undefined)	2	0.0	.	1	-0.5	-17	6	3
CO[C@H]1CN(C)C(=O)c2ccc(NS(=O)(=O)c3cccc(F)c3)cc2OC[C@H](C)N(C(=O)Cc2cccnc2)C[C@H]1C	-2	-0.1	-0.2	23*	-0.2	-16	4	13
